# RmlCD inh 1536: inhibitors of Mycobacterium tuberculosis RmlC and RmlD coupled enzymes; P9WH09+P9WH11; RmlC+RmlD coupled enzyme assay, percent inhibition; primary screen in compound mixtures; inhibition, % at 3.6 µM; hit rate 0.03% among 160,000; in the data active = inhibition mostly above about 34%, no sharp cut-off; inconclusive = no clear call, values can overlap the other calls; inactive = mostly below about 22%; also: some results filed as inactive read as strong as hits
# Target sequence (P9WH09 whole entry, looked up): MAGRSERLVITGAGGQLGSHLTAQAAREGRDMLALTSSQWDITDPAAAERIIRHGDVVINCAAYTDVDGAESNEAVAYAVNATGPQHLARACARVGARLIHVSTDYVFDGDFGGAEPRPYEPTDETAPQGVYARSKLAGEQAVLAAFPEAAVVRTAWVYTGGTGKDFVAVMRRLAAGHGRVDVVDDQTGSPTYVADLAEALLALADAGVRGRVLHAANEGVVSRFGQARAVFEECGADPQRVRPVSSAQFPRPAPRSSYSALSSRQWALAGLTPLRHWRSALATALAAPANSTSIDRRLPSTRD
# Target sequence (P9WH11 whole entry, looked up): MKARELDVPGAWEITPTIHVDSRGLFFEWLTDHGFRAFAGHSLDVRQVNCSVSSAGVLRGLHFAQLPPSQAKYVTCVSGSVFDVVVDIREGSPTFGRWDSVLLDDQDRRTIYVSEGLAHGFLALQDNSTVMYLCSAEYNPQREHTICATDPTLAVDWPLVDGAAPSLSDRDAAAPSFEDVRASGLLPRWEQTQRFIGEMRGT
# GlmU inhibition: inhibition of mycobacterial GlmU enzyme – biochemical, glucosamine-1-phosphate acetyltransferase (AID 1376); hit rate 0.25% among 220,000; M. tuberculosis GlmU acetyltransferase enzyme assay; higher % means a stronger effect; one-dose inhibition, %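 (tested at 30 µM in the primary screen)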; IC50 in µM for titrated hits; in the data active = inhibition above about 13%; inconclusive = no clear call, values can overlap the other calls;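 also: 0% = complete reaction with vehicle and 100% = reaction without substrate; strong numbers were not always called active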
# Numbers without * were called inactive; ? = inconclusive; / = no result given. Only part of the results is shown; the hit share may differ from the screen's.
SMILES	GlmU inhibition	RmlCD inh 1536
Nc1nonc1C(=O)NCCNC(=O)c1ccccc1F	1.8%	43.7
O=C(O)c1nonc1-c1nonc1C(=O)O	1.0%	-4.1
CCCc1ccc(OCc2ccccc2)c2c(=O)cc(C(=O)OCC)oc12	1.4%	-9.3
Nc1nnc(/C=C/c2ccccc2)s1	2.5%	8.6
Clc1ccc(OCCN2CCCCC2)cc1Cl	-4.1%	-2.5
CC(=O)Nc1cccc(OCCCNC(=O)C2CCC2)c1	-8.5%	/
O=C(c1cc(COc2ccc(F)cc2Cl)on1)N1CCC(c2ccncc2)CC1	-4.6%	7.5
O=S(=O)(c1ccc(-c2csc(Nc3ccc(Br)cc3)n2)cc1)N1CCCC1	-4.2%	-8.1
COc1ccc(OC)c2sc(NNC(=O)COc3ccccc3)nc12	-6.9%	8.7
CCOc1ccc2ncc(S(=O)(=O)c3ccc(C)cc3)c(N3CCC4(CC3)OCCO4)c2c1	-3.5%	-12.6
CCOC(=O)c1c(NC(=S)NC(=O)c2ccc(Cn3cc(Cl)cn3)o2)sc2c1CCC(C)C2 (stereo unspecified)	2.4%	-6.9
O=C(O)C1CC=CCC1C(=O)Nc1ccccc1 (stereo unspecified)	-2.9%	11.2
O=C(Nc1ccc(C(F)(F)F)cc1)N1CCN(c2ccnc3cc(Cl)ccc23)CC1	-1.3%	-7.3
O=C(CN1C(=O)CSc2ccc(S(=O)(=O)N3CCOCC3)cc21)NCCCN1CCOCC1	3.0%	-11.3
O=C(Nc1ccccc1)OCc1cn(-c2ccc(Cl)cc2)nn1	3.1%	/
CC1(C)Cc2ccccc2-c2nnc(SCc3ccccc3)n21	2.4%	/
Cc1ccc(NC(=O)Cn2nnc(C(=O)NCc3ccco3)c2N)cc1	0.2%	4.2
COc1ccc(N=C2SC(C(=O)Nc3ccc(OC)cc3)CC(=O)N2CCN2CCOCC2)cc1 (stereo unspecified)	1.9%	2.9
COC(=O)/C=c1/s/c(=C(/C#N)C(=O)NCc2ccccc2)n(-c2ccccc2)c1=O	-0.9%	9.3
CN(C)c1cccc(C(=O)NNC(=O)NC2CCCCC2)c1	-0.9%	2.8
c1ccc(Nc2nc(-c3cccs3)cs2)nc1	-4.0%	16.8
CCC(C)NCC(=O)Nc1cc(S(=O)(=O)N(CC)c2ccccc2)ccc1Cl (stereo unspecified)	-4.5%	-2.4
O=C(c1ccc2ccccc2c1)N1CCN(S(=O)(=O)/C=C/c2ccccc2)CC1	-3.0%	/
Cc1ccc(S(=O)(=O)N2CCOCC2)cc1NC(=O)COC(=O)c1cc(=O)[nH]c2ccccc12	0.9%	-9.6
O=C(NCCCn1ccnc1)C1CC(c2cccc(Br)c2)=NO1 (stereo unspecified)	2.7%	/
CSc1sc(C(=O)NN)c2c1C(O)CCC2 (stereo unspecified)	-5.7%	/
N#CC(C(=O)Nc1ccccc1)=C1CCCCC1	5.2%	1.4
CN(C)c1ccc(N=Nc2ccccc2C(=O)OCC(=O)N(C)c2ccccc2)cc1	-3.9%	21.3
Cc1cc(C)c2[nH]c(=O)c(CN(CC3CCCO3)S(=O)(=O)c3ccc4c(c3)OCCO4)cc2c1 (stereo unspecified)	6.4%	/
O=C(c1ccc2ncsc2c1)N1CCN(c2ccccc2Cl)CC1	1.1%	-15.0
Cc1[nH]c2ccccc2c1/C=N/NC(=S)NC(C)C	-6.1%	-5.5
Cc1ccc(-c2csc(NC(=O)Cc3cccs3)n2)cc1C	-1.0%	7.0
COCCn1c(C)cc(C(=O)COC(=O)c2cccc(O)c2)c1C	-1.1%	/
CCOC(=O)c1cccc(NC(=O)CSc2nc3ccccc3c(=O)n2CC)c1	6.3%	/
CCC(=O)c1ccc(OCc2ccccc2)c(OC)c1	2.6%	-14.0
CCOC(=O)c1c(N)sc(C(O)(C(F)(F)F)C(F)(F)F)c1-c1ccc(F)cc1	3.4%	/
O=C(NC1CCCCCC1)C1c2ccccc2C(=O)N1CCCN1CCOCC1 (stereo unspecified)	2.3%	/
COCCN1C(=O)N[C@@H](c2cccs2)C(C(C)=O)=C1C	1.8%	/
COc1ccc(NC(=O)c2sc3nc(Cc4ccccc4)cc(C(F)(F)F)c3c2N)cc1OC	0.3%	6.6
O=C(CCC1CCCN(C(=O)c2ccoc2)C1)NCc1ccccc1F (stereo unspecified)	2.6%	-8.6
COc1ccc(OCC(=O)Nc2nnc(C)s2)cc1	1.6%	/
O=C(NCc1ccc2c(c1)OCO2)C1CCCN(S(=O)(=O)c2cccs2)C1 (stereo unspecified)	1.3%	-6.1
COC(=O)COc1ccc(S(=O)(=O)NCc2ccncc2)cc1	/	19.3
Cc1ccc(C(=O)OCC(=O)NCc2ccco2)cc1	5.2%	/
O=C(CCCSc1nc2ccccc2[nH]1)Nc1ccccc1	-0.7%	4.0
c1ccc(-c2nn3c(-c4ccccc4)nnc3s2)cc1	-4.3%	-3.8
CN(C)/C=C(/C(=O)c1ccccc1Cl)S(C)(=O)=O	-4.8%	10.2
COc1ccc(C2CC(C)(c3ccc(OC)cc3)Nc3ccccc3N2)cc1 (stereo unspecified)	-0.6%	-12.6
Fc1ccc(-c2nnc(CSc3nnc4ccccn34)o2)cc1	2.0%	8.7
COc1ccc(-n2nc(C(=O)O)c3ccccc3c2=O)c(OC)c1	-6.7%	1.1

# Other entries follow.
SMILES	GlmU inhibition	RmlCD inh 1536
COCc1cc(C)nc2sc(C(=O)N3CCN(c4ccccc4)CC3)c(N)c12	-3.1%	9.2
COc1ccccc1-n1c(O)c(/C=N/NC(=S)Nc2ccccc2)c(=O)[nH]c1=S	-0.1%	-5.5
Cc1occc(=O)c1OCc1ccccc1	2.8%	-0.8
Nc1nn(S(=O)(=O)c2cccc3nsnc23)cc1-c1ccc(Br)cc1	0.4%	14.4
COCC(C)n1c(SCc2cc(=O)n3cc(C)ccc3n2)nc2ccccc2c1=O (stereo unspecified)	-1.0%	-7.4
Cn1c(CCCNC(=O)c2ccccc2)nc2ccccc21	-3.6%	/
O=c1oc2ccccc2c(Nc2ccc(Cl)cc2)c1[N+](=O)[O-]	5.2%	8.6
CC(C)(C)[C@@H]1C=C(C(=O)N2CCOCC2)O[C@H](OCc2ccc(CO)cc2)C1	2.6%	/
CCOC(=O)C1CCCN(C(=S)Nc2ccc(Nc3ccccc3)cc2)C1 (stereo unspecified)	-4.3%	-6.1
O=C1CSC(c2c(F)cccc2Cl)N1c1cccc(F)c1 (stereo unspecified)	-1.2%	/

# 6 structures already listed, sorted by heavy-atom count, low to high.
SMILES	GlmU inhibition	RmlCD inh 1536
CCC(=O)c1ccc(OCc2ccccc2)c(OC)c1	2.6%	-14.0
O=C(CCCSc1nc2ccccc2[nH]1)Nc1ccccc1	-0.7%	4.0
COC(=O)COc1ccc(S(=O)(=O)NCc2ccncc2)cc1	/	19.3
COc1ccc(-n2nc(C(=O)O)c3ccccc3c2=O)c(OC)c1	-6.7%	1.1
CC(C)(C)[C@@H]1C=C(C(=O)N2CCOCC2)O[C@H](OCc2ccc(CO)cc2)C1	2.6%	/
CCOC(=O)c1c(NC(=S)NC(=O)c2ccc(Cn3cc(Cl)cn3)o2)sc2c1CCC(C)C2 (stereo unspecified)	2.4%	-6.9

# (continued)
SMILES	GlmU inhibition	RmlCD inh 1536
COc1cc2[nH]c(=S)nc(NCCCOC(C)C)c2cc1OC	-4.1%	-0.8
CCOC(=O)NC(=O)/C(C#N)=N\Nc1cccc(Cl)c1	1.3%	-2.6
CC#CP(=O)(OCC)C(O)(c1ccccc1)C(F)(F)F (stereo unspecified)	3.2%	-5.3
O=C(CC12CC3CC(CC(C3)C1)C2)N/N=C/c1ccc([N+](=O)[O-])o1	-4.4%	-1.6
CCn1cc(Br)c(C(=O)Nc2ccc(C(=O)OC(C)C)cc2)n1	-1.1%	-2.4
Cc1ccc(C)c(NC(=S)NNC(=O)c2csc(C)c2)c1	4.0%	/
Cc1c(C#N)c(N=CN(C)C)c(C(=O)c2ccccc2)n1-c1ccc(Br)cc1	4.7%	/
COc1ccc(Cl)cc1NC(=O)/C=C\C(=O)O	4.4%	/
COc1ccc(S(=O)(=O)N(CC(=O)O)c2ccccn2)cc1	/	-1.9
COc1ccc(CCN(Cc2nc(-c3ccccc3)no2)Cc2nc(-c3ccccc3)no2)cc1OC	-5.5%	6.9
Cn1c(SCc2ccccc2)nnc1-c1ccc2nonc2c1	-5.5%	/
CC(C)(C)n1nnnc1C(c1cccs1)N(Cc1ccccc1)Cc1cccnc1 (stereo unspecified)	1.1%	/
COc1ccc(OC)c2c1nc1n2CCS1	4.2%	-0.8
COc1ccc(NC2SC(=O)N(C)C2=O)cc1 (stereo unspecified)	2.2%	-10.4
CCOc1ccccc1N1CCN(Cc2ccc(OC)c(OC)c2OC)CC1	3.6%	3.1
O=C(Nc1c(-c2ccccc2)nc2ccccn12)c1ccco1	0.5%	/
COc1ccccc1NC(=S)NCCN1CCOCC1	0.3%	/
CCCCCc1nnc(NC(=O)C2COc3ccccc3O2)s1 (stereo unspecified)	2.1%	-12.6
Oc1ccccc1-c1nc(NCc2cccnc2)c2ccccc2n1	3.8%	-3.9
Cc1sc2ncn(CC(=O)OC(C)C(=O)NC(C)(C)C)c(=O)c2c1C (stereo unspecified)	0.7%	?
CC(O)(CS(=O)(=O)c1ccccc1)C(=O)Nc1ccc(C(F)(F)F)cc1 (stereo unspecified)	-2.1%	/
COC(=O)c1sccc1NC(=O)C1CC(C)=C(C)CC1C(=O)O (stereo unspecified)	2.3%	82.8
CCOC(=O)C1=C(COCCN)NC(C)=C(C(=O)OC)C1c1ccccc1Cl (stereo unspecified)	6.3%	/
FC(F)(F)c1cccc(N2CCN(c3nnnn3-c3ccccc3)CC2)c1	0.9%	-5.3
CCOC(=O)COc1cc(=O)n(CC)c2ccccc12	-3.8%	-4.5
COc1ccc(OC)c(CNc2nc3ccccc3n2CCN2CCCCC2)c1	3.3%	-15.0
CC(C)CNC(=O)c1ccc(NC(=O)c2ccccc2[N+](=O)[O-])cc1	1.5%	-9.7
CCCC(=O)C1=C(O)C(C(=O)OC)C(C)(C)CC1=Nc1ccccc1 (stereo unspecified)	2.0%	6.4
COc1ccccc1N1CCN(C(=O)Nc2cccc(C)c2)CC1	-1.8%	/
CCOc1cc(C(=O)OCC(=O)Nc2cc(C)on2)ccc1OCC(C)C	0.8%	/
CN1C(=O)C(O)(CC(=O)c2cccc(-n3cccc3)c2)c2ccccc21 (stereo unspecified)	-1.1%	9.5
CC1CN(C(=O)COC(=O)c2nn(-c3ccccc3)c(=O)c3ccccc23)CC(C)O1 (stereo unspecified)	-4.1%	-7.3
COc1ccc(N2CCN(CC(O)COc3ccc([N+](=O)[O-])cc3)CC2)cc1 (stereo unspecified)	4.6%	-8.1
Cc1cc(C(=O)OCC(=O)Nc2nc(-c3ccccc3)cs2)c(C)o1	-3.0%	/
CCOCCCNC(=O)C(c1ccc(OC)cc1)N(Cc1ccc2c(c1)OCO2)C(=O)c1ccccn1 (stereo unspecified)	-1.3%	3.2
Cc1ccc2c(c1)C(c1ccncc1)=NNC(c1ccc(F)cc1)=N2	0.6%	-7.1
CC1CCC(N(CCCN)Cc2ccco2)CC1C (stereo unspecified)	-7.0%	6.3
Cc1cccc(N2C(S)=C(C#N)C(=O)NC2c2ccco2)c1 (stereo unspecified)	4.6%	16.0
O=C(Nc1ccc(-c2ccccc2)cc1)c1ccc2c(c1)S(=O)(=O)c1ccccc1C2=O	3.8%	/
CCCC(=O)Nc1sc(C(=O)OC)c(C)c1C(N)=O	-0.7%	/
Cc1nc(SCC(=O)NCc2ccco2)nc(C)c1C	0.6%	9.6
CN(C)c1ccc(N=C/C=C2\N(C)c3ccccc3C2(C)C)cc1	/	1.0
OCC1(CCOc2ccccc2)CCN(Cc2ccc3c(c2)OCCO3)CC1	-0.9%	1.4
Cn1c(N)cc(-c2ccc(F)cc2)c(C#N)c1=O	2.6%	/
CCOC(=O)C1C(=O)C=C(N2CCOCC2)CC1c1cccc(OC)c1 (stereo unspecified)	-0.4%	6.8
CC[C@H]1CN(C)C[C@@]2(C(=O)OC)Cc3c([nH]c4ccccc34)C(=O)C[C@@H]12	-0.2%	/
Cn1nnnc1SCc1c(F)cccc1F	2.4%	/
Cn1c(-c2ccccn2)[n+](C)c2ccccc21	0.1%	-13.1
COc1ccc(C(=O)Nc2nc3c(s2)Cc2cc(OC)ccc2-3)cc1	0.7%	4.8
CC(C)NC(=S)N/N=C/c1cccs1	6.2%	1.5

# Next section
SMILES	GlmU inhibition	RmlCD inh 1536
Cc1cc(C)cc(OCC(=O)N/N=C/c2ccncc2)c1	0.5%	/
O=C(Nc1nc2ccccc2[nH]1)c1ccc(Cl)c([N+](=O)[O-])c1	-0.5%	-7.7
C=CCNC(=S)N/N=C/c1ccc(C(C)(C)C)cc1	3.5%	11.1
COc1ccc(OC)c(S(=O)(=O)NCCc2csc(-c3cccnc3)n2)c1	9.7%	5.5
CCOC(=O)NCc1cc(-c2nn(C)c(=O)c3ccccc23)ccc1C	1.1%	/
O=c1c2ccccc2cnn1-c1ccc(Cl)nn1	2.3%	13.4
O=C(c1ccc(Cl)cc1)c1oc2ccccc2c1CS(=O)c1ccccc1 (stereo unspecified)	0.1%	12.8
CCCC(=O)Nc1ccccc1NC(=O)CN(C)S(=O)(=O)c1ccc(C)cc1	1.2%	6.7
Cc1ccn2cc(CCNS(=O)(=O)c3ccc([N+](=O)[O-])cc3)nc2c1	-6.2%	7.2

# Source: PubChem BioAssay (several laboratories)
